HCV NS3 hel inh – blocks Hepatitis C virus NS3 helicase unwinding | inhibition, % at 10.9 µM | NS3 helicase DNA unwinding, Cy5 molecular beacon fluorescence | actives 0.56% (n = 290,000);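 active means inhibition above the mean of all tested compounds plus 3 SD, set per campaign, cut at about 35% in these data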;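 further: 0% = DMSO wells and 100% = thioflavine S control wells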
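assay system = NS3 helicase fragment of HCV | buffer or medium = MOPS pH 6.5, MgCl2, DTT, Tween20, BSA | timing = 60 min unwinding reaction at 25 °C after ATP addition | signal = Cy5 beacon fluorescence read at start and 1 h | read-out basis = % inhibition of unwinding | control set = low DMSO, high thioflavine S at 110 µM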
IDE act – IDE (human) activation, cell-based; HEK cells, FAbeta-B cleavage, fluorescence polarization; 0% vehicle, 100% cell-free pure enzyme wells; activation, % at 5.96 µM; actives 0.073% (n = 340,000);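 active means activation above the mean of all tested compounds plus 3 SD, set per screening campaign, cut at about 17% in these data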
VIM-2 inhibitor – blocks Pseudomonas aeruginosa VIM-2 metallo-beta-lactamase; purified VIM-2, nitrocefin hydrolysis, epi-absorbance fluorescence; inhibition, % at 5.6 µM; actives 0.89% (n = 290,000); AID 1527;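 active means inhibition above the mean of all tested compounds plus 3 SD, cutoff set per screening run, cut at about 7.5% in these data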;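 further: red hydrolysis product quenches plate fluorescence so inhibitors raise well fluorescence; 0% = enzyme with DMSO and 100% = DMSO without enzyme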
IMP-1 inhibitor – inhibitors of Pseudomonas aeruginosa IMP-1 metallo-beta-lactamase. purified IMP-1, nitrocefin hydrolysis, epi-absorbance fluorescence. inhibition, % at 5.6 µM. actives 0.45% (n = 290,000). AID 1556;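 active means inhibition above the mean plus 3 SD of all compounds in the same screening run, cut at about 4.5% in these data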;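 further: 0% = IMP-1 with DMSO and 100% = DMSO wells lacking enzyme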
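System – purified recombinant IMP-1 beta-lactamase · Input – IMP-1 dispensed at 0.2 nM · Timing – 15 min preincubation plus 25 min reaction at 25 °C · Signal – Epi-absorbance fluorescence, 480 nm excitation, 530 nm emission · Measure – percent IMP-1 inhibition derived from blank-referenced optical density · Controls – Enzyme-plus-DMSO low control, enzyme-free DMSO high control · Replication – singlicate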
FID counter – counter-screen for HCV NS3 helicase inhibitors: DNA intercalator displacement; AID 1845; inhibition, % at 7.9 µM; DNA fluorescent intercalator displacement, fluorescence; actives 0.17% (n = 290,000); in the data active means inhibition above about 37%;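 further: 0% = vehicle and 100% = reference compound; higher means more ethidium bromide displaced from hairpin DNA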
SUMO HTRF inh – inhibitors of human SUMOylation (UBC9) | P63279 | HTRF SUMOylation assay, SAE1/SAE2 + UBC9, in vitro | inhibition, % at 35 µM | actives 0.36% (n = 290,000); in the data active means inhibition above about 50%, passing the limit was not always enough; further: strong numbers were not always called active
PHOSPHO1 inh – blocks human PHOSPHO1 phosphatase activity; Q8TCT1; recombinant PHOSPHO1, absorbance phosphatase assay; inhibition, % at 13.3 µM; actives 1.1% (n = 290,000); AID 1565; in the data active means inhibition above about 60%
MEKK3 PB1 HTS – raises or lowers MEK5 binding to the human MEKK3 PB1 domain | Q99759 | bead-based flow cytometry, Alexa488-MEK5 binding to MEKK3; actives lie on both sides; 0 = blocked by unlabeled MEK5, 100 = vehicle | binding response (% of control), % at 10 µM | actives 1.4% (n = 290,000) | AID 1529;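 active means binding response more than 3 SD above or below the average of its plate-row segment, actives on both sides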;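 further: Alexa488 bead fluorescence after subtracting the streptavidin-only scavenger bead signal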
p-CIP stab down – compounds decreasing mouse p/CIP protein stability. Q05BA5. F442A p/CIP-EGFP cells, EGFP fluorescence, 16 h. decrease of EGFP signal, % at 10 µM. actives 0.01% (n = 290,000);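 active means EGFP signal decrease of at least 30% at 10 µM or well 3 SD below plate mean, unless failing retest; inactive means the rest, including hits failing retest or dose response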; further: some compounds called inactive have numbers as strong as hits; many of its hits are not listed in these tables
Target sequence (Q05BA5 1-1403): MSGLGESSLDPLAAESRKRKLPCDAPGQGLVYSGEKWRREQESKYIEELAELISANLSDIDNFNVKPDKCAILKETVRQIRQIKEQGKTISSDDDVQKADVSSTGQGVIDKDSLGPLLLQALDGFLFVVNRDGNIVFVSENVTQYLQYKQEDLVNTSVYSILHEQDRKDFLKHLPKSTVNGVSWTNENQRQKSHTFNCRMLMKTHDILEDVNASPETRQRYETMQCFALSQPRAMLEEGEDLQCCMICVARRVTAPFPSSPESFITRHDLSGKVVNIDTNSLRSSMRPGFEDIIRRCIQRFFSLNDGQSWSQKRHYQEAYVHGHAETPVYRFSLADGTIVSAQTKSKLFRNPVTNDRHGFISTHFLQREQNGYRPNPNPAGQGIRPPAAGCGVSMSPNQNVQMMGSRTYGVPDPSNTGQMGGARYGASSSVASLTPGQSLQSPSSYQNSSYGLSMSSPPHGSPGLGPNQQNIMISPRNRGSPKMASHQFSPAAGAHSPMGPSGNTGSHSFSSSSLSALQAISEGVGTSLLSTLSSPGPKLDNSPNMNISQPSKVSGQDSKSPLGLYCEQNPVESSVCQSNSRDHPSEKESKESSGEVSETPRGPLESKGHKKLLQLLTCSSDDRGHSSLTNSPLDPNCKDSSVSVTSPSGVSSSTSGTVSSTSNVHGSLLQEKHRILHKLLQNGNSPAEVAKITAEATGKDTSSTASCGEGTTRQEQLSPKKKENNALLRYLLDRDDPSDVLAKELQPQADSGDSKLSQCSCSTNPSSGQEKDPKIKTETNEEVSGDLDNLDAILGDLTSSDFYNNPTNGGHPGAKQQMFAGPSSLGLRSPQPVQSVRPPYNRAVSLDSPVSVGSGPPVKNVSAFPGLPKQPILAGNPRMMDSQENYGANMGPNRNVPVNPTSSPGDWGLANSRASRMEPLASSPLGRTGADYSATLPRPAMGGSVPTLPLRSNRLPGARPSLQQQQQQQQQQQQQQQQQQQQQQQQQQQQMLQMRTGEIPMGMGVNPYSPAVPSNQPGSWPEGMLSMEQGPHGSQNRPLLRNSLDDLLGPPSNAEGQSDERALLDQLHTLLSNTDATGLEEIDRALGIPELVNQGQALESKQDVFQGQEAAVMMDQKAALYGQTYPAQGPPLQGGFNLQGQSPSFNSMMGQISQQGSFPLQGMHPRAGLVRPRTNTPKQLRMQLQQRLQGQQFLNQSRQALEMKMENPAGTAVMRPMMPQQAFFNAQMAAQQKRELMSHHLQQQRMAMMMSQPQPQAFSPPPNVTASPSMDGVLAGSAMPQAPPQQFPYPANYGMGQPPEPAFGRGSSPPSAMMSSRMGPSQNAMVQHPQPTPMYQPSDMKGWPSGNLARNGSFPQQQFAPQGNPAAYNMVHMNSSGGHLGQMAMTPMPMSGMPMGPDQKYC
Numbers without * were called inactive; . = no result given; [ ] = another dose, or the depositor's remark.

Sequence of screens: HCV NS3 hel inh, SUMO HTRF inh, FID counter, MEKK3 PB1 HTS, IDE act, PHOSPHO1 inh, IMP-1 inhibitor, p-CIP stab down, VIM-2 inhibitor
- O=C(NCCc1ccncc1)c1ccccc1F
    6, -5, -7, 96, 5, 18, -9.3, -2, -1.7
- CC1CN=C(N(C(=O)Nc2ccccc2)C(C)C)S1 (stereo not given)
    -2, 4, -1, 107, 0, 12, -2.2, 9, -2.1
- Cc1ccc(SCc2ccc(C(=O)NCc3ccncc3)cc2)cc1
    -34, 4, -11, 82*[inhibitor], -12, -125, -1.9, -37, -0.9
- CCOC(=O)C1(Cc2cccc(OC)c2)CCCN(C(=O)c2ccc(OC)o2)C1 (stereo not given)
    0, 2, -53, 100, 1, 18, -3.1, -13, -0.2
- O=C(CSCC(=O)NC1CC1)Nc1ccccc1
    6, 14, -4, 99, -1, -6, -4.8, -10, -3.1
- O=C(NCc1ccc(F)cc1)c1ccc(N2CCOCC2)c([N+](=O)[O-])c1
    -4, -5, -5, 100, 4, 16, -3.2, 3, -2.7
- CCOc1ccc(/C=N/n2c(-c3ccccc3)n[nH]c2=S)cc1
    2, -3, -31, 104, 8, -44, -5.6, 4, 0.2
- NC(=S)NNC(=O)Nc1cccc(Cl)c1
    -2, 9, 4, 97, 0, 2, -5.4, -1, -2.8
- COc1ccc(Nc2cc(Cl)nc(N)n2)cc1
    -4, 22, 1, 102, 6, -26, -3.2, 3, -1.8
- CCOC(=O)Nc1ccc2c(c1)N(C(=O)OC)c1ccccc1CC2
    -7, -7, -23, 98, 7, 7, -2.6, 7, -1.6
- CCOC(=O)c1c(NC(=O)CCN2CCOCC2)sc2c1CC(C)(C)OC2
    3, 20, -16, 113, 3, 11, -0.6, -10, 2.3
- C/C=C/C(=O)OCC(=O)Nc1cccc(S(=O)(=O)NC2=NCCCCC2)c1
    4, 6, -5, ., -2, 48, -1.2, -12, -2.3
- CCN1C(=O)[C@H]2[C@@H](c3ccc(OC)cc3)N3C(=O)CN(CCOC)C(=O)[C@@]3(C)[C@H]2C1=O
    -5, 6, -7, 102, -1, -19, -3.1, -14, -3.3
- COC(=O)CNC(=O)CCc1nnc(C2(c3ccc(Cl)cc3)CCC2)o1
    6, 16, -8, 96, -1, 37, -1.7, -16, 0.0
- Cc1ccc(-n2c(Cc3cccn3C)nnc2SCC(=O)Nc2nnc(C)s2)cc1
    1, 20, -41, 108, -2, 35, -3.1, -9, -4.9
- COC(=O)CN1CC(=O)N(c2ccccc2)C1=S
    0, 0, -3, 86, 0, 26, -3.5, -31, -3.1
- O=C(O)Cn1c(SCCOc2ccc(Cl)cc2)nc2ccccc21
    15, 2, -33, 101, 6, 29, -2.4, 5, -2.1
- O=C(Nc1nccs1)c1ccc(-c2ccc(F)c(Cl)c2)o1
    -10, 4, -3, 101, 4, 42, -1.2, 3, -3.5
- Cc1ccc2nc(-c3ccccc3)cc(C(=O)O)c2c1
    -9, 17, -3, 98, 1, 9, -2.8, -2, -0.7
- CC(C)Oc1ccc(OCCn2c(=S)[nH]c3c(N)ncnc32)cc1
    9, 4, -12, 98, -6, 4, -2.9, 5, -4.0

Reprinted at random: 5 compounds from above.
Sequence of screens: HCV NS3 hel inh, SUMO HTRF inh, FID counter, MEKK3 PB1 HTS, IDE act, PHOSPHO1 inh, IMP-1 inhibitor, p-CIP stab down, VIM-2 inhibitor
- COc1ccc(Nc2cc(Cl)nc(N)n2)cc1
    -4, 22, 1, 102, 6, -26, -3.2, 3, -1.8
- CCN1C(=O)[C@H]2[C@@H](c3ccc(OC)cc3)N3C(=O)CN(CCOC)C(=O)[C@@]3(C)[C@H]2C1=O
    -5, 6, -7, 102, -1, -19, -3.1, -14, -3.3
- CCOC(=O)Nc1ccc2c(c1)N(C(=O)OC)c1ccccc1CC2
    -7, -7, -23, 98, 7, 7, -2.6, 7, -1.6
- CC(C)Oc1ccc(OCCn2c(=S)[nH]c3c(N)ncnc32)cc1
    9, 4, -12, 98, -6, 4, -2.9, 5, -4.0
- CCOC(=O)C1(Cc2cccc(OC)c2)CCCN(C(=O)c2ccc(OC)o2)C1 (stereo not given)
    0, 2, -53, 100, 1, 18, -3.1, -13, -0.2

Continuation.
Sequence of screens: HCV NS3 hel inh, SUMO HTRF inh, FID counter, MEKK3 PB1 HTS, IDE act, PHOSPHO1 inh, IMP-1 inhibitor, p-CIP stab down, VIM-2 inhibitor
- COC(=O)c1cc(S(=O)(=O)NCc2cccc(Br)c2)c[nH]1
    -1, 7, -9, 106, 4, 60, -2.1, 9, -3.8
- CCOC(=O)c1cc(C(=O)OCC)c(=O)[nH]c1SCc1ccccc1
    13, 0, -29, 98, 0, -40, -6.1, 6, -1.9
- S=c1[nH]nc(COc2ccccc2)n1/N=C/c1ccc(Cl)cc1
    14, -4, -41, 104, -2, -17, -1.5, -8, -3.0
- CC(=O)N1CCc2cc(S(=O)(=O)NC3CCCCC3)ccc21
    -4, -5, -15, 102, -3, 15, 0.4, -2, -1.5
- CCS(=O)(=O)N1CCC(C(=O)NCCCN2CCN(c3ccccc3F)CC2)CC1
    -24, -14, 1, 102, 0, 2, -4.0, 2, -4.8
- CC1(C)CC(=O)C2=C(C1)Oc1ncn(CCCO)c(=N)c1C2c1ccccc1 (stereo not given)
    0, 22, -20, 96, 1, -8, 0.8, -10, -2.0
- CCOC(=O)C1=C(C)N=C2SCCC(=O)N2C1c1ccc(C(=O)OC)cc1 (stereo not given)
    0, 2, -20, 104, -2, -16, -2.2, 12, -2.1
- CC(C)Cc1nnc(NC(=O)CN2C(=O)NC3(CCCCC3)C2=O)s1
    4, -7, -33, 97, 6, 24, -1.9, 12, -1.3
- O=[N+]([O-])c1cccc(N=Cc2sc3ccccc3c2O)c1
    2, 29, -2, 97, ., 30, -1.5, -6, -0.5
- Nc1[nH]n(-c2ccccc2)c(=O)c1N=Nc1ccc2c(c1)OCO2
    -6, -28, 3, 84, 2, 25, -3.0, 8, -3.3
- COc1cc(CNc2ccc(N3CCOCC3)cc2)ccc1OCC(=O)NC(C)(C)C
    0, 2, -29, 101, 1, ., -26, 8, -0.5
- COc1cc(C(=O)Nc2cc(-c3cn4cccnc4n3)ccc2C)cc(OC)c1OC
    -11, 24, -18, 96, 1, 30, -0.7, -12, -1.7
- Cc1ccc(SCc2noc(C(=O)NCC3CCCO3)c2C(=O)O)cc1C (stereo not given)
    19, 4, -30, 111, 6, 3, -2.5, -11, -2.3
- COc1ccc(C)cc1N(C(=O)c1ccccc1F)c1nc2ccccc2s1
    -10, -22, -17, 95, 0, -2, -0.4, -4, 2.8
- CCn1c(=O)c(C(=O)NCCc2ccc(Cl)cc2)c(O)c2ccccc21
    -10, -10, -12, 98, 6, -26, -5.1, -16, -4.0
- CC(=O)Nc1ccc(-n2cnnn2)cc1
    2, 3, 0, 107, 8, -4, -4.5, -3, -3.5
- CCCCOC(=O)c1ccc(NC(=O)COC(=O)CN2C(=O)NC3(CCCC3)C2=O)cc1
    -14, -5, -36, 102, 2, 15, -0.9, -2, 0.0
- CCCC(CCC)n1[nH]c(=O)c2c(C)cc(C)nc21
    6, 10, 1, 99, 2, 23, -5.9, -2, -7.9
- C=CCn1c(CNC(=O)c2ccco2)nnc1SCC(=O)c1ccc(OC)cc1
    -3, 0, -12, 99, 1, 32, -2.7, 1, -8.2
- CCCN(CCC)C(=O)c1cc([N+](=O)[O-])cc2c1-c1ccc([N+](=O)[O-])cc1C2=C(C#N)C#N
    -6, 11, 1, 98, ., -10, -1.1, -32, -3.1

Additional records.
Sequence of screens: HCV NS3 hel inh, SUMO HTRF inh, FID counter, MEKK3 PB1 HTS, IDE act, PHOSPHO1 inh, IMP-1 inhibitor, p-CIP stab down, VIM-2 inhibitor
- CCN(CCCNC(=O)CCNC(=O)Cn1cnc2ccccc2c1=O)c1ccccc1
    2, -8, -14, 111, 1, 28, -2.8, -12, -4.6
- CC(=O)c1c(C)[nH]c(C(=O)OCC(=O)N2CCc3ccccc32)c1C
    5, 22, -13, 2.0*[inhibitor], 5, 26, -1.1, -3, -2.9
- Nc1nonc1-n1nnc(C(=O)N/N=C/c2ccccn2)c1-c1ccccc1
    -9, -1, -8, 101, 5, ., -2.4, 0, -3.8
- COCCOC(=O)c1c(C)oc2ccc(NS(=O)(=O)c3ccc(F)cc3)cc12
    -15, 7, -32, 101, 4, 18, -0.3, -3, -1.3
- O=C(NCCCCc1ccccc1)c1cccc(Br)c1
    0, 22, -13, 106, 2, 19, -0.6, -3, 1.7
- NC(=O)CC(NC(=O)Cc1cccc2ccccc12)c1ccc(NCCc2cccc(F)c2)c([N+](=O)[O-])c1 (stereo not given)
    ., 47, ., 100, -3, 34, ., -8, .
- Cc1ccc(NC(=O)c2ccc(NS(=O)(=O)/C=C/c3ccccc3)cc2)nc1
    -24, -6, -21, 98, 8, 43, -2.5, -3, -3.3
- O=C(CSc1nnc(-c2ccco2)c(-c2ccco2)n1)c1ccccc1
    41*, 87, -21, 103, 5, 47, 2.9, -10, 0.7
- O=S(=O)(Nn1cnnc1)c1ccccc1
    -5, 12, 4, 81, 3, -8, -1.6, 4, -1.3
- COc1ccccc1N1CCN(CC(O)COc2ccc3c(c2)OCO3)CC1 (stereo not given)
    -4, -11, 5, 112, -2, 28, -4.7, 10, -3.8
- Cc1cc(=O)oc2c(CN3CCN(C)CC3)c(O)c(Cl)cc12
    -1, 15, -1, ., 3, 4, -3.2, -5, -1.6
- CCOc1cc(C)ccc1OCc1nnc(SCC(=O)c2cccc([N+](=O)[O-])c2)n1CC
    -2, -2, -1, 104, 4, 88*, -3.3, -1, -1.6
- Cc1ccc(C(=O)NCCSc2snnc2C)cc1
    3, 10, -4, 103, 2, -22, -2.8, -21, -3.2
- O=C(Nc1ccccc1C(F)(F)F)c1cc2ncc(CCCl)cn2n1
    -2, -10, -16, 99, 4, -11, -1.4, -3, -3.3
- O=C(N/N=C/c1cccnc1)c1ccccc1NS(=O)(=O)c1cccs1
    0, 26, -13, 103, 4, 15, -6.3, -4, -4.1
- CC(=O)c1sc(N/N=C2\CC3CCC2(C)C3(C)C)nc1C (stereo not given)
    2, -2, -25, 95, 5, -10, -2.9, -10, -3.7
- CN(c1ccccc1)c1nc(N)c([N+](=O)[O-])c(Nc2ccccc2F)n1
    -11, -6, -9, 102, -3, 11, -3.0, -25, -1.6
- Cc1cc(Br)cn2ccnc12
    9, 14, 0, ., 3, 25, -1.6, 8, -0.4
- OCCC#Cc1ccc(CN2CCN(CCc3ccccc3)C(CCO)C2)cc1 (stereo not given)
    6, 18, 1, 105, 6, -6, -1.8, 3, -1.1

Two of these compounds, reformatted:
| SMILES | HCV NS3 hel inh | SUMO HTRF inh | FID counter | MEKK3 PB1 HTS | IDE act | PHOSPHO1 inh | IMP-1 inhibitor | p-CIP stab down | VIM-2 inhibitor |
| --- | --- | --- | --- | --- | --- | --- | --- | --- | --- |
| Cc1cc(=O)oc2c(CN3CCN(C)CC3)c(O)c(Cl)cc12 | -1 | 15 | -1 | . | 3 | 4 | -3.2 | -5 | -1.6 |
| CC(=O)c1sc(N/N=C2\CC3CCC2(C)C3(C)C)nc1C (stereo not given) | 2 | -2 | -25 | 95 | 5 | -10 | -2.9 | -10 | -3.7 |

Assay outcomes as filed in PubChem BioAssay.

An excerpt (hit frequency here may not be typical).
